# From PubChem
# AmpC no deterg – qHTS Inhibitors of AmpC Beta-Lactamase (assay without detergent) | P00811 | AmpC nitrocefin hydrolysis, absorbance 480 nm, 0.0001% Triton | Potency, µM (doses to about 57.1 µM), for inactives: at the highest dose activity change, negative = inhibition, most hits filed as inhibitors | 0.52% of 330,000 active | AID 485341, 2010;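 further: potency means the concentration at half of the fitted maximal effect; plate controls were no compound for no effect and no enzyme for full effect; nearly all actives have a fitted effect of over 20% in size; some results filed as inactive show a strong effect at the top dose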
# Target sequence (P00811 whole entry, looked up): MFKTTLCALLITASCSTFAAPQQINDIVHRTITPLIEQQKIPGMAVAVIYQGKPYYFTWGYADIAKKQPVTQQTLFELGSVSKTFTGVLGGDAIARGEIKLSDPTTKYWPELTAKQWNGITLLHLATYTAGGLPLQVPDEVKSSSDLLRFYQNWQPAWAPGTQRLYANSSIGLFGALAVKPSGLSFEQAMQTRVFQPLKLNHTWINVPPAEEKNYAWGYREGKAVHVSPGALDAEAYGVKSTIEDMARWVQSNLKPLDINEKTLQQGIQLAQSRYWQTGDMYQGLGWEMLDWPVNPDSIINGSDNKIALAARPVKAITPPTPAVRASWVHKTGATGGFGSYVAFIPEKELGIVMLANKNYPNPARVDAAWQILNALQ
#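 20 mM phosphate pH 7.0 + 0.01% (detergent screen) or 0.0001% Triton X-100; 5.3 nM AmpC reagent; cpd preinc 15 min RT; nitrocefin (800 uM stock) to start; A480 q20 s × 4 min; Activity was normalised to no-enzyme and no-compound control wells.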
# AmpC detergent – qHTS Inhibitors of AmpC Beta-Lactamase (assay with detergent); P00811; AmpC hydrolysis of nitrocefin, absorbance 480 nm, 0.01% Triton; Potency, µM (titrated, usually from 114 µM), for the others: top-dose activity change, negative = inhibition, most hits filed as inhibitors; 0.041% of 370,000 active;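 further: potency means the concentration at half of the fitted maximal effect; 0% = no-compound wells and -100% = no-enzyme wells; nearly all actives have a fitted effect of over 25% in size; some results filed as inactive show a strong effect at the top dose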
#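 20 mM phosphate pH 7.0 + 0.01% (detergent screen) or 0.0001% Triton X-100; 5.3 nM AmpC reagent; cpd preinc 15 min RT; nitrocefin (800 uM stock) to start; A480 q20 s × 4 min; Activity was normalised to no-enzyme and no-compound control wells.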
# Sm TGR inh – qHTS Assay for the Inhibitors of Schistosoma Mansoni Peroxiredoxins; Schistosoma mansoni thioredoxin glutathione reductase (TGR), Q962Y6; purified TGR, DTNB reduction, TNB absorbance 405 nm; Potency, µM (highest dose often 114 µM), inactives show top-dose activity change, negative = inhibition, usual class: inhibitors; 3% of 360,000 active; AID 485364, 2010; further: potency means the concentration at half of the fitted maximal effect; nearly all actives have a fitted effect of over 60% in size
#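 TGR 20 nM + NADPH 100 uM (dispensed conc.), cpd preinc 15 min RT; start with NADPH (500 uM addition) then DTNB (15 mM addition). Kinetic TNB absorbance, 405 nm filter. Four-parameter Hill fit across titration.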
# AMA1-RON2 inh – qHTS for Inhibitors of AMA1-RON; Towards Development of Antimalarial Drug Lead: Primary Screen; Plasmodium falciparum AMA1 (3D7) - RON2 peptide interaction; AlphaScreen AMA1-biotinylated RON2 peptide binding; Potency, µM (highest dose often 58.2 µM), inactives show at the highest dose activity change, negative = inhibition, hits mostly inhibitors; 0.2% of 360,000 active; AID 720542, 2013;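 further: potency means the concentration at half of the fitted maximal effect; 0% = vehicle wells and -100% = peptide control; nearly all actives have a fitted effect of over 45% in size; some results filed as inactive show a strong effect at the top dose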
#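 AMA1 (3D7) with his tag at 25 nM final met compounds first, then biotinylated RON2 peptide at 25 nM; detection used donor plus acceptor beads, 10 µg/mL apiece, read by AlphaScreen after 30 min at room temperature.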
# Giardia FBPA inh – qHTS Assay for Inhibitors of Fructose-1,6-bisphosphate Aldolase from Giardia Lamblia. A8B2U2. purified Giardia FBPA. Potency, µM (doses to about 59.6 µM), inactives show at the highest dose activity, negative = inhibition, usual class: inhibitors. 0.71% of 290,000 active. AID 2451, 2010; further: potency means the concentration at half of the fitted maximal effect; nearly all actives have a fitted effect of over 55% in size
# Target sequence (A8B2U2 whole entry, looked up): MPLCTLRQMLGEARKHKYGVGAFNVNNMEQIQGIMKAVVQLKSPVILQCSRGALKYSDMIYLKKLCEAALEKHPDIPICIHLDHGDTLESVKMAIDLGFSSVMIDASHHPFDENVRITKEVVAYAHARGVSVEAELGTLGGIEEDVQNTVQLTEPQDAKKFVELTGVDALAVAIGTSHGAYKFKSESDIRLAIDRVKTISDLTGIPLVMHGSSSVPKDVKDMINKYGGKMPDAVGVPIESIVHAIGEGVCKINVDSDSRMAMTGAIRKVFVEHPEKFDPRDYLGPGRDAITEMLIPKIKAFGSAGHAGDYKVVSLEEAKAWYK
#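 Giardia FBPA (40 nM reagent) was preincubated 10 min at RT with compound (up to 57.5 uM final), then substrate plus GAPDH/TPI/NAD/arsenate coupling system with diaphorase/resazurin was added; resorufin fluorescence (525/598 nm) was read after 20 min.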
# HCMV inh – qHTS Assay for inhibitors of the human cytomegalovirus (HCMV) | HFF cells, HCMV-luciferase reporter, 72 h; hits give low values | activity change, negative = inhibition, % at 57.5 µM | 4.5% of 410,000 active | AID 1259415, 2018; in the data active means activity change below about -60%; inconclusive means no clear call, values can overlap the other calls; inactive means above about -39%
#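 Luciferase read-out from HCMV-luciferase-infected HFFs (MOI 1 PFU/cell) 72 h post infection at 37C; compounds added after 16 h cell attachment; activity normalized between buffer-only basal and Salinomycin (10uM) inhibitor controls.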
# An asterisk follows results filed as active; ? = inconclusive; nt = no result given; [ ] = dose if it differs, or a comment. Unless noted, the call rests on the fitted dose curve; in most records, active means well fitted curve in the direction sought with a large enough effect; inconclusive means small, poorly fitted or top-dose-only effect, or another doubt; inactive means no such curve, though single readings can be large; an effect the other way counts as inactive or inconclusive. Unless noted, on the % scale 0 is the no-effect control and ±100 the full control effect.
# Every second line gives: AmpC no deterg | AmpC detergent | Sm TGR inh | AMA1-RON2 inh | Giardia FBPA inh | HCMV inh
> Cc1cc(C(=O)NCc2ccccc2F)c2ccccc2n1
 : 13% | 1% | 0% | -5% | -2% | 3
> O=C(O)c1cc(S(=O)(=O)N2CCCC2)ccc1Br
 : -9% | ? | 0% | -7% | 8% | -36
> CCC(=O)Nc1ccc(NC(=O)c2ccccc2)nc1
 : -30% | 1% | 5% | -10% | 0% | 20
> Cc1sc2ncnc(NCc3ccccc3)c2c1C
 : -7% | 0% | 12% | 6% | 3% | ?
> COc1ccc(-n2ncc3c(=O)n(CC(=O)Nc4ccc5c(c4)OCCO5)cnc32)cc1
 : 0% | -5% | -6% | 0% | 2% | -60*
> COc1ccc(-c2cn(-c3cccc(C)c3)c(=O)[nH]2)cc1OC
 : -5% | 6% | 13µM* | -4% | -9% | 41
> Clc1ccc2oc3c(Cl)ncnc3c2c1
 : -17% | ? | ? | 27% | 10% | 68
> C/C(=N\Nc1ccc([N+](=O)[O-])cc1)c1ccc(C#N)cc1
 : -27% | 3% | 0% | 3% | -1% | -18
> COc1ccc(-n2nnnc2SCc2nc3ccccc3s2)cc1
 : -13% | -9% | 1% | 15% | -1% | 98
> Cc1ncc(S(=O)(=O)c2ccccc2)c(-c2ccccc2)n1
 : -12% | 7% | 2% | 5% | -7% | -18
> COCCNC(=O)CN(Cc1ccc(Cl)cc1)S(C)(=O)=O
 : -33% | -8% | 3% | 18% | 3% | 29
> COc1cc(/C(C#N)=C/c2cccc3ccccc23)c([N+](=O)[O-])cc1OC
 : -21% | -12% | -2% | -2%[2.32 µM] | -7% | 35
> CCSc1nnc(N2C(=O)CC(c3ccsc3)C3=C2CC(C)(C)CC3=O)s1 (stereo not drawn)
 : ? | 8% | 23% | -23% | 2% | 18
> O=C(NCCC1=CCCCC1)C1CCN(C(=O)c2ccc(Br)cc2)CC1
 : 122%[activator] | -6% | -11% | 1% | 5% | ?
> Cc1cccc(-n2ncc3c2CCCC3NC(=O)C2=CC(=O)CC(C)(C)O2)c1C (stereo not drawn)
 : 49% | ? | -29% | 16% | 2% | -68*

# No new results follow: an excerpt of the list.
# Every second line gives: AmpC no deterg | AmpC detergent | Sm TGR inh | AMA1-RON2 inh | Giardia FBPA inh | HCMV inh
> Cc1cc(C(=O)NCc2ccccc2F)c2ccccc2n1
 : 13% | 1% | 0% | -5% | -2% | 3
> O=C(O)c1cc(S(=O)(=O)N2CCCC2)ccc1Br
 : -9% | ? | 0% | -7% | 8% | -36
> CCC(=O)Nc1ccc(NC(=O)c2ccccc2)nc1
 : -30% | 1% | 5% | -10% | 0% | 20
> Cc1sc2ncnc(NCc3ccccc3)c2c1C
 : -7% | 0% | 12% | 6% | 3% | ?
> COc1ccc(-n2ncc3c(=O)n(CC(=O)Nc4ccc5c(c4)OCCO5)cnc32)cc1
 : 0% | -5% | -6% | 0% | 2% | -60*
> COc1ccc(-c2cn(-c3cccc(C)c3)c(=O)[nH]2)cc1OC
 : -5% | 6% | 13µM* | -4% | -9% | 41
> Clc1ccc2oc3c(Cl)ncnc3c2c1
 : -17% | ? | ? | 27% | 10% | 68
> C/C(=N\Nc1ccc([N+](=O)[O-])cc1)c1ccc(C#N)cc1
 : -27% | 3% | 0% | 3% | -1% | -18
> COc1ccc(-n2nnnc2SCc2nc3ccccc3s2)cc1
 : -13% | -9% | 1% | 15% | -1% | 98
> Cc1ncc(S(=O)(=O)c2ccccc2)c(-c2ccccc2)n1
 : -12% | 7% | 2% | 5% | -7% | -18
> COCCNC(=O)CN(Cc1ccc(Cl)cc1)S(C)(=O)=O
 : -33% | -8% | 3% | 18% | 3% | 29
> COc1cc(/C(C#N)=C/c2cccc3ccccc23)c([N+](=O)[O-])cc1OC
 : -21% | -12% | -2% | -2%[2.32 µM] | -7% | 35
> CCSc1nnc(N2C(=O)CC(c3ccsc3)C3=C2CC(C)(C)CC3=O)s1 (stereo not drawn)
 : ? | 8% | 23% | -23% | 2% | 18
> O=C(NCCC1=CCCCC1)C1CCN(C(=O)c2ccc(Br)cc2)CC1
 : 122%[activator] | -6% | -11% | 1% | 5% | ?
> Cc1cccc(-n2ncc3c2CCCC3NC(=O)C2=CC(=O)CC(C)(C)O2)c1C (stereo not drawn)
 : 49% | ? | -29% | 16% | 2% | -68*

# (next part)
# Every second line gives: AmpC no deterg | AmpC detergent | Sm TGR inh | AMA1-RON2 inh | Giardia FBPA inh | HCMV inh
> Cc1ccc(C)c(SCC(=O)NC(=O)NCc2ccccc2)c1
 : -22% | -13% | -25% | 10% | -1% | 11
> Cc1nn(-c2ccccc2)c(N)c1N=Nc1ccccc1
 : -11% | ? | 0% | -8% | 4% | 46
> Cc1ccc2c(COC(=O)c3ccc(C)c(C)c3)cc(=O)oc2c1
 : -11% | 3% | 7% | -1% | -3% | -2
> COc1ccccc1CN(Cc1nc2ccccc2c(=O)[nH]1)C(=O)Nc1cccc(C)c1
 : -21% | -8% | 3% | 9% | -19% | -25
> Cc1ccc(S(=O)(=O)N(C)C)cc1NC(=O)c1cc(-c2ccco2)nc2ccccc12
 : -30% | 4% | ? | -9% | nt | nt
> Cn1c(Cn2cnc([N+](=O)[O-])n2)nnc1SCC(=O)Nc1ccccc1
 : -38% | -7% | -12% | 30% | -10% | 24
> COc1ccc(OC)c(CNC(=O)C2CCN(S(C)(=O)=O)CC2)c1
 : -9% | -2% | -3% | -8% | 3% | -34
> COc1cccc(C(=O)OCCN2C(=O)c3ccccc3C2=O)c1OC
 : -2% | -14% | -3%[11.4 µM] | 1% | -1% | 14
> CC(C)(C)OC(=O)n1cc(/C=N/NC(=O)c2ccco2)c2ccccc21
 : -16% | -2% | -26% | -7% | 0% | 90
> CCOC(=O)N1CCN(S(=O)(=O)c2ccc(C(=O)N(CCCN(C)C)c3nc4ccc(CC)cc4s3)cc2)CC1
 : 249%[activator] | -1% | -2% | -22% | -10% | -62*
> CCCC(=O)Nc1ccc2c(c1)Cc1ccccc1-2
 : -31% | -9% | -1% | 7% | 2% | 26
> O=C1N/C(=N\N=C\c2cccs2)SC1Cc1ccc(Cl)cc1 (stereo not drawn)
 : -30% | -5% | -3% | -4%[11.6 µM] | -16% | -34
> COc1cccc(CNC(=O)C2CCC(CNS(=O)(=O)c3cccc4cccnc34)CC2)c1 (stereo not drawn)
 : 6% | 1% | 0% | -3% | nt | -2
> Cc1ccc(C(C)C)c(Oc2cnccn2)c1
 : 0% | -9% | -4% | 16% | -1% | 26
> COC(=O)c1[nH]c2cccc(OC)c2c1NC(=O)CCN1CCC(C(N)=O)CC1
 : -14% | 6% | 14% | nt | -7% | nt

# The listing continues:
# Every second line gives: AmpC no deterg | AmpC detergent | Sm TGR inh | AMA1-RON2 inh | Giardia FBPA inh | HCMV inh
> COC(=O)c1ccc(NC(=O)c2cccc(C)c2[N+](=O)[O-])cc1
 : -36% | 3% | -4% | 0% | -6% | -13
> CCC(=O)Nc1cc(C(=O)O)ccc1Sc1ccc(Cl)cc1
 : -18% | 2% | -5% | 0% | 12% | 4
> CCN(Cc1ccccc1)C(=O)CN1C(=O)COc2ccc(S(=O)(=O)N(CC)CC)cc21
 : nt | -13% | -7% | nt | nt | -40
> Cc1ccccc1NC(=O)CSc1nc2c(c(=O)n(C)c(=O)n2C)n1C
 : -14% | 4% | 2% | 11% | 7% | 9
> N#Cc1cc(C#N)c(N2CCN(c3ccccn3)CC2)nc1N
 : -15% | 4% | 8% | -4% | 4% | 89
> CCSc1nnc(NC(=O)C2C3CCC(C3)C2C(=O)O)s1 (stereo not drawn)
 : -17% | -7% | nt | -3% | -4% | -12
> CCCCOc1ccc(N(CC(=O)NC(C)(C)C)C(=O)CCC(=O)Nc2nccs2)cc1
 : 117%[activator] | -10% | -16% | -19% | 3% | 23
> Cc1ccc(-c2nc3ccccc3[nH]2)cc1NC(=S)NC(=O)c1ccccc1Br
 : -33% | 2% | 6% | 79%[activator] | -6% | -11
> Cc1cccc(OCCn2c(-c3ccco3)nc3ccccc32)c1
 : 1% | -10% | ? | -25% | nt | 16
> Cc1ccc2c(c1)c1c3n2CCN(C(=O)c2ccc(C(F)(F)F)cc2)C3CCC1 (stereo not drawn)
 : nt | -7% | -3% | nt | nt | -1
> Cc1ccc(Nc2nc(Cl)c(C=O)s2)cc1
 : -27% | -2% | -2% | 13% | -9% | -12
> Cc1ccc2c(c1)N(Cc1cccc(F)c1)C(=O)C(C)O2 (stereo not drawn)
 : -21% | -11% | 4% | 14% | -15% | -21
> Cn1c(CSCc2ccccc2)nnc1SCC(=O)Nc1nccs1
 : -10% | 4% | -1% | -9% | -7% | -10
> CCOC(=O)COc1cccc(C2NC(=O)c3ccccc3O2)c1 (stereo not drawn)
 : -14% | ? | -8% | -6% | 4% | 15
> O=C(CN1CCC(NC(=O)c2ccco2)CC1)Nc1ccccc1C(F)(F)F
 : 2% | -8% | -4% | 12% | 7% | ?

# More entries.
# Every second line gives: AmpC no deterg | AmpC detergent | Sm TGR inh | AMA1-RON2 inh | Giardia FBPA inh | HCMV inh
> CN(CCc1ccccn1)C(=O)CCC1CCCN(C(=O)CN2CCCCCC2)C1 (stereo not drawn)
 : 145%[activator] | -4% | -17% | -6% | -1% | -22
> Cc1cccc(OCc2nnc(SC(C)C(=O)Nc3ccc(N4CCOCC4)cc3)o2)c1 (stereo not drawn)
 : -13% | nt | nt | 42%[activator] | nt | -22
> COc1cc(NC(=O)C2=C(N3CCOCC3)/C(=C\c3ccc(Cl)cc3Cl)CC2)cc(OC)c1OC
 : -43% | -1% | -7% | -19% | -1% | 25
> Cc1ccc(NC(=O)CN(C)C(=O)CCSc2ccc(F)cc2)cc1
 : -5% | 5% | -2% | -8% | nt | -5
> COc1ccc(C(=O)n2cnc(N)n2)cc1
 : -10% | -6% | 6% | 6% | -1% | 15
> CC(c1ccco1)N(C(=O)c1ccc(Cl)s1)c1ccccn1 (stereo not drawn)
 : 2% | -1% | -33% | -11% | 0% | 14
> Oc1ccc(-c2csc(Nc3cccc4ccccc34)n2)cc1O
 : -46% | 7% | ? | 42%[activator] | ? | -36
> Cc1ccc(NC(=O)Cn2nc(C)c([N+](=O)[O-])c2C)cc1Cl
 : -19% | -5% | 16% | 27% | 3% | -17
> CC(C)[C@H]1C(=O)O[C@@H]2CCN3CC=C(COC(=O)[C@](C)(O)[C@]1(C)O)[C@H]23
 : -14% | -4% | -14% | -7% | -7% | 3
> CS(=O)(=O)Nc1ccc(C(=O)N2CCCCC2)cc1
 : 8% | -18% | -6% | 1% | 5% | 28
> Cc1ccc(NC(=O)c2ccc(S(=O)(=O)N3CCC(C)CC3)cc2)cc1
 : -26% | -1% | 3% | -3% | 5% | -22
> CC1CCCCN1Cc1c(C#N)c2ccccc2n1C (stereo not drawn)
 : nt | -4% | 7% | 5% | -5% | -17
